# HCT116 PTEN-null = growth suppression of PTEN-null HCT116, primary screen, cell-based, CellTiter-Glo; HCT116 PTEN-null viability, 60 h; active compounds read low; viability, % at 10 µM; 140,000 compounds, 1.2% hits;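 active means viability at or below a set limit, 4 SD under the median of all tested compounds, cut at about 3.7% in these data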;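 further: PTEN knockout HCT116 line with beta catenin targeted HCT116 as companion control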
# GALR2 antag = GALR2 antagonists in receptor-expressing cells, primary screen | Galanin receptor type 2 (Homo sapiens), O43603 | antagonist mode | 140,000 compounds, 0.39% hits | inhibition, % at 4 µM | AID 828, 2007; in the data active means inhibition above about 27%;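 further: cells stimulated with galanin 1-16 at roughly its EC80; 0% = agonist challenge control and 100% = basal control without agonist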
# Target sequence (O43603 whole entry, looked up): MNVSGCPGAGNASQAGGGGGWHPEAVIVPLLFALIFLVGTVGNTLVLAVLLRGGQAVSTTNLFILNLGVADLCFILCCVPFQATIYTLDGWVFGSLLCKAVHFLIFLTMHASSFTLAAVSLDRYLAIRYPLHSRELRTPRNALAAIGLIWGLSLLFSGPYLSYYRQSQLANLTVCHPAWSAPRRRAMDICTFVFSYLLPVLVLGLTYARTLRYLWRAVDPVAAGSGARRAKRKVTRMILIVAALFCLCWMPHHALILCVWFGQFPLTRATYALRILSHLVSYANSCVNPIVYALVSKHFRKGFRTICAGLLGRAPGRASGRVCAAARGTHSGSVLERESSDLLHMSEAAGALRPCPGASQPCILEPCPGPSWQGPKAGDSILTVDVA
# NPY-Y2 antag = NPY-Y2 receptor antagonists, primary screen, cell-based | inhibition, % at 2.7 µM | AID 793, 2007 | 140,000 compounds, 0.99% hits | NPY-Y2 expressing cells, antagonist mode | Neuropeptide Y receptor type 2 (Homo sapiens), P49146; in the data active means inhibition above about 17%;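 further: 0% = vehicle with agonist challenge and 100% = reference antagonist with challenge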
# Target sequence (P49146 whole entry, looked up): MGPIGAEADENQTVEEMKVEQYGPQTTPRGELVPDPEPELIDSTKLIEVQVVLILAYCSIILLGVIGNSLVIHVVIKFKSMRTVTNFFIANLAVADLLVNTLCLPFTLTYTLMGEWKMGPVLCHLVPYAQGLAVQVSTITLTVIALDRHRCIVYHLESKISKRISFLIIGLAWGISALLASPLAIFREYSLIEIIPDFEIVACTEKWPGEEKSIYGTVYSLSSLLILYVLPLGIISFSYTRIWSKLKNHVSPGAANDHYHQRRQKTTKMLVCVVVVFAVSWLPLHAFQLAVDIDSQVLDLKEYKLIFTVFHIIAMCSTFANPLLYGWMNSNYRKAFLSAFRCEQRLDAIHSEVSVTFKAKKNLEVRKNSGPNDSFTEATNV
# HCT116 bCat-KO = primary screen for growth suppressors in beta-catenin knockout HCT116 cells (colon tumor, human) | AID 818, 2007 | 140,000 compounds, 1.5% hits | viability, % at 10 µM | HCT116 beta-catenin knockout viability, CellTiter-Glo, 60 h; active compounds read low;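 active means viability at or under a set limit, the compound median less 4 SD, cut at about 6% in these data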;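 further: 0% = Hyamine 1622 control at 20 µM and 100% = untreated cell control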
# Yeast growth inh = growth inhibitors of yeast BB579 in restrictive medium, primary screen, yeast lifespan-shortening project, S. cerevisiae; OD615, 48 h; inhibition, % at 10 µM; 140,000 compounds, 0.51% hits; AID 804, 2007;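 active means inhibition above a set limit, 3 SD over the mean compound inhibition, cut at about 44% in these data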; further: inactives centre near -24
#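 Test system: Saccharomyces cerevisiae DeaD strain BB579, replicative lifespan model yeast | Buffer or medium: Restrictive CSMM-D medium | Doses: One dose, 10 µM compound with 0.25% DMSO | Incubation: 48 h exposure, 30 °C | Detection: Culture absorbance at 615 nm | Control set: Amphotericin B at 10 µg/mL as positive control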
# Yeast life ext = compounds extending yeast replicative lifespan, primary screen, S. cerevisiae, OD615 | S. cerevisiae growth with nicotinamide; deaD strain in restrictive glucose medium | inhibition of the nicotinamide effect, % at 10 µM | 130,000 compounds, 0.68% hits;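 active means inhibition above a set limit, placed 3 SD over the median of all compounds, cut at about 26% in these data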;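 further: 0% = nicotinamide-treated wells and 100% = cells grown without nicotinamide; some compounds called inactive have numbers as strong as hits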
#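 Material: Modified budding yeast, DeaD strain | Medium: Restrictive glucose medium | Probe or stimulus: 1.5 mM nicotinamide | Dosing: Single dose 10 µM compound, 0.25% DMSO | Times: 48 h at 30 °C | Technique: OD615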
# E-sel TNF inh = E-selectin induction blockers in HUVEC – imaging, immunofluorescence, high content, primary screen. HUVEC TNFa-induced E-selectin immunofluorescence. inhibition, % at 2 µM. 120,000 compounds, 0.71% hits. AID 1246, 2008;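 active means inhibition above the batch mean plus 3 SD, and confirmed as a hit on visual image review, cut at about 43% in these data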;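 further: 0% = TNF-stimulated DMSO wells and 100% = unstimulated control wells; not every result past the cut was called active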
# Phagocyt inh = inhibitors of macrophage phagocytosis, primary screen, imaging, J774A.1 cells, IgG beads; J774A.1 macrophage IgG-bead phagocytosis; inhibition, % at 5 µM; 110,000 compounds, 0.07% hits; AID 1029, 2008;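 active means inhibition above the mean of the plate negative controls plus 5 SD, cut at about 13% in these data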;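 further: phagocytic index as fraction of beads internalized from green versus red external bead signal; plate controls were DMSO negative control for no effect and cytochalasin-D positive control for full effect; some results beyond the cut were filed as inactive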
# Measles CPE = compounds protecting cells from measles virus cytopathic effect, primary screen, measles RdRp inhibitor project, single point, MLSMR library, absorbance. Measles virus-infected cells, CPE protection. 140,000 compounds, 1.5% hits. protection (pct of control), % at 4 µM. AID 841, 2007; in the data active means protection mostly above about 24%, no sharp cut-off; inactive means mostly below about 26%; further: some compounds called inactive have numbers as strong as hits
# MRP1 act = H69AR viability gain despite doxorubicin, primary screen, MRP-1 activator project, H69AR cells, CellTiter-Glo | viability rescue | viability increase, % at 10 µM | 140,000 compounds, 0.61% hits;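 active means viability gain under doxorubicin at or above a set limit, the compound median plus 3 SD, cut at about 4.7% in these data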;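 further: MRP-1 overexpressing cells given doxorubicin 25 µM after compound pretreatment; 18-22 h compound pretreatment then 72 h with doxorubicin before readout; 0% = doxorubicin-only wells and 100% = vehicle-treated cells without doxorubicin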
# * hit, by the source's call; nt = no result given.
SMILES,HCT116 PTEN-null,GALR2 antag,NPY-Y2 antag,HCT116 bCat-KO,Yeast growth inh,Yeast life ext,E-sel TNF inh,Phagocyt inh,Measles CPE,MRP1 act
NC(=O)c1ccsc1NC(=O)c1nc(-c2ccccc2)n(-c2ccccc2)n1,70,0,-1,91,-40,-10,-34,-2,12,-0.3
O=C(CSc1nnc(CNC(=O)c2c(F)cccc2Cl)o1)c1ccccc1,98,10,0,94,-43,-4,-14,nt,6,-4.0
O=C(NCCCN1CCOCC1)c1ccc(CS(=O)(=O)Cc2ccccc2Cl)o1,108,4,2,103,-34,-9,nt,nt,3,-0.5
O=S(=O)(Nc1ccc(Cc2ccncc2)cc1)c1ccc(Br)s1,74,10,4,78,-28,-22,14,-1,1,-3.2
Cc1ccc2cccc(Oc3ncnc4sc(C)c(C)c34)c2n1,85,1,4,95,-41,2,nt,-7,26,-1.6
CCOC(=O)CSc1nc2ccccc2n1CC(=O)N1CCN(c2ccccc2)CC1,94,-4,7,90,-24,2,7,-2,7,-1.8
C/C(=N\NC(=O)c1ccc(N(C)C)cc1)c1ccc(C)c(C)c1,85,-10,0,76,1,-7,nt,-4,8,1.0
O=C(CCn1c(=O)oc2ccccc21)NCCN1CCc2ccccc2C1,96,6,8,101,-64,-8,-17,nt,26,-0.8
COc1ccc(C(=O)C[n+]2cccc(C)c2)cc1,102,7,2,96,3,2,nt,nt,6,-1.1
O=C(NCC(c1cccnc1)N1CCOCC1)c1cccc(Cl)c1 (stereo not given),102,12,-1,99,-26,-7,4,nt,25,-1.7
Cc1ccc(C(=O)CSc2n[nH]c(C)n2)cc1,100,7,2,93,-26,-8,-18,-1,15,-1.1
Cc1cc(/C=C2\NC(=O)N(Cc3ccc(Cl)cc3)C2=O)c(C)n1C,95,1,-2,92,2,3,nt,-9,19,6.2*
CN(C)CCNC(=O)c1cc2c(=O)n(C)c3ccccc3c2n1C,54,-1,1,53,18,-7,5,0,6,-4.2
COc1ccccc1NC(=S)NC(=O)CC(C)C,108,-11,2,93,-1,-22,31,nt,5,-4.3
O=C(c1ccco1)N1CCN(c2nc(C3CC3)nc3sc4c(c23)CCCC4)CC1,89,-15,7,84,-25,-11,35,-1,8,-1.9
COc1ccccc1/C=C1/SC(=O)N(CCC(=O)Nc2ccc(S(=O)(=O)Nc3nccs3)cc2)C1=O,95,5,4,88,-45,2,nt,-2,7,-0.6
O=C(CSc1ccc(-c2ccco2)nn1)c1ccc(F)cc1,94,6,8,93,-16,-4,nt,-8,6,-0.2
O=C(Cn1cnc2c(nnn2Cc2ccccc2)c1=O)c1ccccc1,103,7,2,98,-32,-8,32,nt,7,-1.7
O=C(NCC(=O)N(Cc1ccccc1)C(C(=O)NCC1CCCO1)c1ccccc1)c1cccs1 (stereo not given),81,4,1,84,-85,-12,1,0,10,-1.0
CCOC(=O)Cc1nnc2c(Nc3ccc(Cl)cc3)nc3nonc3n12,26,2,1,33,-9,-5,-17,0,8,-6.0
Cc1cc(C)cc(N(CC(=O)Nc2ccccc2-c2ccccc2)S(=O)(=O)c2ccccc2)c1,74,-11,2,71,-33,3,nt,nt,7,-1.0
O=C(NCc1ccncc1)c1c(F)c(F)c(F)c(F)c1F,91,-3,3,88,-11,-12,0,2,15,-3.2
O=C(Nc1cccc(Cl)c1Cl)c1snnc1-c1ccccc1,91,-4,6,103,-31,-9,nt,nt,8,-1.1
COc1ccc(S(=O)(=O)N2CCC(NC(=O)OCc3c(Cl)cccc3Cl)CC2)cc1,86,1,-2,84,-30,-14,13,0,6,-1.7
COc1ccc(NC(=O)C(c2ccc(C)cc2)N(C)C(=O)CC2NC(=O)NC2=O)cc1 (stereo not given),98,-4,-2,98,-21,-3,34,-8,4,0.6
O=C(NN1CCOCC1)c1cc(-c2ccc(Cl)c(Cl)c2)nc2ccccc12,82,-4,12,86,-54,-2,4,8,8,-1.1
O=C(NCc1ccco1)C1CCN(S(=O)(=O)c2ccc(-n3cnnn3)cc2)CC1,102,9,2,88,-26,-9,19,0,9,-0.9
CCn1c(=O)n(CCc2ccccc2)c(=O)c2c3c(sc21)CCCC3,44,-12,0,32,-30,-19,-7,-1,2,-0.4
Cc1nc2ccc(NC(=O)NCc3ccco3)cc2s1,101,2,-2,97,-25,-14,10,-1,16,-0.5
CC(C)NC(=O)C1CCCN(c2nnc(-n3cccc3)s2)C1 (stereo not given),85,4,0,91,-6,4,2,0,3,-1.2
CC(C)(C)NC(=O)COc1ccc(-c2ccccc2)cc1,71,-10,-1,58,-11,-28,nt,-1,9,0.5
O=C(c1ccco1)N1CCN(S(=O)(=O)c2ccc(Oc3ccccc3)cc2)CC1,83,-14,11,75,0,-12,3,-1,10,-0.3
O=C(NCCN1CCN(C(=O)Nc2ccccc2)CC1)Nc1ccccc1,98,-3,-1,92,-38,-10,-3,0,6,-0.5
COn1c(SCc2cccc(Cl)c2)nc2ccccc2c1=O,60,-1,17*,63,2,21,-12,nt,3,3.6
C=CCNC(=S)NNC(=O)c1csc(C)c1CC,102,-3,3,97,-36,-5,13,0,9,-2.0
COC(=O)C(Cc1ccc(OC(=O)c2ccccc2Cl)cc1)N1Cc2ccccc2C1=O (stereo not given),89,-20,5,105,-54,-11,-41,-2,25,-0.5

# NPY-Y2 antag: what is marked active above
canonical_smiles,GALR2 antag,NPY-Y2 antag,Yeast life ext,E-sel TNF inh,Phagocyt inh,Measles CPE
COn1c(SCc2cccc(Cl)c2)nc2ccccc2c1=O,-1,17*,21,-12,nt,3

# (more compounds)
SMILES,HCT116 PTEN-null,GALR2 antag,NPY-Y2 antag,HCT116 bCat-KO,Yeast growth inh,Yeast life ext,E-sel TNF inh,Phagocyt inh,Measles CPE,MRP1 act
Nc1ccccc1NC(=O)c1ccccc1,72,-5,1,62,-10,-9,nt,-1,8,-5.6
O=C(COC(=O)c1ccccc1C(=O)c1ccc(Cl)c([N+](=O)[O-])c1)NC1CCCCCC1,94,31*,2,80,-12,-11,9,2,30,-5.6
CN1C(=O)CC(c2ccco2)Sc2ccccc21 (stereo not given),77,4,3,84,7,-4,3,-2,15,-3.9
NC(=O)C1CCCN(C(=O)c2ccc(Cl)cc2)C1 (stereo not given),108,1,-2,102,-29,10,12,0,15,-0.3
O=C(O)CCc1ccc(-c2ccccc2)o1,106,5,11,98,10,-15,4,1,10,-0.2
Cc1cc(NC(=O)COC(=O)C(Cc2ccccc2)NC(=O)c2ccco2)no1 (stereo not given),112,-5,1,113,-5,-4,-10,0,nt,0.4
CCNC(=O)CC1C(=O)N(c2ccc(F)cc2)C(=O)N1Cc1ccccn1 (stereo not given),103,3,2,105,-17,-7,nt,1,6,-2.3
C=CCNCCCCOc1ccc(OCC)cc1,82,3,5,79,-9,-5,18,-2,35,-2.8
c1ccc(NCC2OCc3ccccc3CO2)cc1,103,-5,-1,93,-13,-3,nt,-8,2,0.1
COc1ccc2c(c1)c1c3n2CCN(C)C3=NCC1,82,9,1,84,-19,-6,20,0,6,-2.7
CC(=O)c1sc(NC(=O)c2c(F)cccc2F)nc1C,86,2,-3,87,18,-14,-17,nt,12,-1.5
Cc1ccc(N(CCCCN2C(=O)c3ccccc3C2=O)C(=O)c2cccc([N+](=O)[O-])c2)cc1,86,-10,2,95,-35,-1,9,-2,14,-2.2
Cc1nn(C)c(C)c1NS(=O)(=O)c1ccccc1,100,-2,-2,90,-4,-1,11,-1,9,-0.4
C=CCc1ccc(OCC(O)CO)c(OC)c1 (stereo not given),105,-11,0,98,-42,-2,-10,-1,22,0.7
CCCOC(=O)c1ccc(-c2ccc(C=O)o2)cc1,99,0,1,99,12,-7,nt,-3,20,1.3
COc1ccc(N2CCN(CCNC(=O)c3c(C)cc(=O)oc3C)CC2)cc1,28,5,2,18,-15,-7,-22,nt,17,-3.0
Cc1cc(C)c2c(=O)[nH]n(C3CC(C)N(C)CC3C)c2n1 (stereo not given),95,12,2,92,-3,-13,-6,-1,2,-0.7
CCN(CC)C(=O)CSc1nnc([C@@H](NC(=O)OC(C)(C)C)C(C)C)o1,100,-9,-4,101,-7,-11,2,-1,6,-0.9
Cn1cnnc1SCC(=O)Nc1ccccc1,95,-15,-1,107,-25,-3,12,nt,17,2.9
CCn1c(=O)c2cc(C(=O)N3CCN(C)CC3)sc2c2ccccc21,100,-8,3,97,-1,-7,nt,0,6,-1.5
C=CCSc1nc2c(cnn2-c2ccc(C)c(C)c2)c(=O)[nH]1,106,1,4,94,-25,-5,2,0,14,-0.7
COc1ccc(OC)c(NC(=O)C2C3CC4OC(=O)C2C4C3)c1 (stereo not given),91,3,1,91,-25,-3,3,nt,9,-0.6
CC(=O)Nc1c(C(=O)N2CCOCC2)sc2nc3c(cc12)COC(C)(C)C3,101,-1,2,96,-49,1,-18,2,4,-0.2

# 6 entries from above, ordered by length of the SMILES, low to high.
SMILES,HCT116 PTEN-null,GALR2 antag,NPY-Y2 antag,HCT116 bCat-KO,Yeast growth inh,Yeast life ext,E-sel TNF inh,Phagocyt inh,Measles CPE,MRP1 act
Cn1cnnc1SCC(=O)Nc1ccccc1,95,-15,-1,107,-25,-3,12,nt,17,2.9
C=CCc1ccc(OCC(O)CO)c(OC)c1 (stereo not given),105,-11,0,98,-42,-2,-10,-1,22,0.7
Cc1nn(C)c(C)c1NS(=O)(=O)c1ccccc1,100,-2,-2,90,-4,-1,11,-1,9,-0.4
COc1ccc(OC)c(NC(=O)C2C3CC4OC(=O)C2C4C3)c1 (stereo not given),91,3,1,91,-25,-3,3,nt,9,-0.6
COc1ccc(N2CCN(CCNC(=O)c3c(C)cc(=O)oc3C)CC2)cc1,28,5,2,18,-15,-7,-22,nt,17,-3.0
CC(=O)Nc1c(C(=O)N2CCOCC2)sc2nc3c(cc12)COC(C)(C)C3,101,-1,2,96,-49,1,-18,2,4,-0.2
